Shiga inhibitor = Shiga toxin inhibition. inhibition, % at 38.7 µM. 290,000 tested, 9.2% active. Vero cells, Shiga toxin protein synthesis inhibition reporter; in the data active means inhibition mostly above about 28%, no sharp cut-off; inactive means mostly below about 43%; further: 0% is about no effect
Pf growth 96h = P. falciparum growth inhibition at 96 hour, primary screen for plastid delayed-death inhibitors | P. falciparum luciferase reporter growth, 96 h | Potency, µM (doses to about 28.7 µM), without a hit: top-dose activity change, negative = inhibition, usual class: inhibitors | 320,000 tested, 6.9% active; further: potency means the concentration at half of the fitted maximal effect; on the % scale 0 is the no-effect control and ±100 the full control effect
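Parasite growth measured via integrated firefly luciferase reporter in P. falciparum. Infected erythrocytes at 2% hematocrit, 0.05% parasitemia final were treated 96 hours at 37 C under 5% CO2, and luminescence was read.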
AMA1 RON2 block = AMA1-RON2 (P. falciparum) interaction inhibition | 360,000 tested, 0.2% active | Potency, µM (doses to about 58.2 µM), inactives show at the top dose activity change, negative = inhibition, actives largely listed as inhibitors | AlphaScreen AMA1-biotinylated RON2 peptide binding;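 further: potency means the concentration at half of the fitted maximal effect; 0% = vehicle wells and -100% = peptide control; nearly all actives have a fitted effect of over 45% in size; some results filed as inactive show a strong effect at the top dose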
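AMA1 (3D7) with his tag at 25 nM final met compounds first, then biotinylated RON2 peptide at 25 nM; detection used donor plus acceptor beads, 10 µg/mL apiece, read by AlphaScreen after 30 min at room temperature.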
Cycloheximide cs = affects cycloheximide protein synthesis inhibition readout, counter-screen. AID 2314. cell reporter, cycloheximide protein synthesis inhibition counterscreen. max response, %. 300,000 tested, 12% active; in the data active means max response mostly above about 13%, no sharp cut-off; inactive means mostly below about 14%; further: read at 38.3 µM for the half of the compounds with a filed dose; 0% is about no effect
LmPK inhibitor = inhibitors of Leishmania mexicana pyruvate kinase | Q27686 | 290,000 tested, 0.37% active | purified LmPK, Kinase-Glo ATP luminescence, 1 h | Potency, µM (doses to about 57.5 µM), for inactives: top-dose activity change, negative = inhibition, usual class: inhibitors; further: potency means the concentration at half of the fitted maximal effect; on the % scale 0 is the no-effect control and ±100 the full control effect
Target sequence (Q27686 whole entry, looked up): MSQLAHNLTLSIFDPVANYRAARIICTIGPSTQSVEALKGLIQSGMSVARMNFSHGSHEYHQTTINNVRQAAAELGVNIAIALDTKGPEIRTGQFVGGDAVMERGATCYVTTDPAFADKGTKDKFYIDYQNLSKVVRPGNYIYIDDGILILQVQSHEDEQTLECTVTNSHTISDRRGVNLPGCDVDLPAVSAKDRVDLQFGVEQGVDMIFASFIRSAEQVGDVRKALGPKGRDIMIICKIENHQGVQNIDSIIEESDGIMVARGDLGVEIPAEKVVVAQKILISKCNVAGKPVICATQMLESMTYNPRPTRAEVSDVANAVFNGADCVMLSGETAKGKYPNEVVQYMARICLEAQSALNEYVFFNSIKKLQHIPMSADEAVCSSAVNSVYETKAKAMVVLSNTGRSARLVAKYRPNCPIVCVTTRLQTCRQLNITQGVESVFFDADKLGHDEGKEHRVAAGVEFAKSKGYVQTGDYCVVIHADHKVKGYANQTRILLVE
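qHTS format; LmPK 0.1 nM; substrates PEP 0.5 mM and ADP 0.1 mM. One-hour room-temperature incubation, then coupled luciferase luminescence; 0.5 nM enzyme wells mark activation.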
Pf growth 48h = inhibits P. falciparum growth in the first generation, 48 h. P. falciparum luciferase growth in erythrocytes, 48 h. Potency, µM (highest dose often 28.7 µM), without a hit: at the top dose activity change, negative = inhibition, hits mostly inhibitors. 310,000 tested, 5.9% active; further: potency means the concentration at half of the fitted maximal effect; on the % scale 0 is the no-effect control and ±100 the full control effect
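Growth was read as firefly luciferase luminescence after a 48 h, 37 C, 5% CO2 exposure of compounds to reporter-bearing P. falciparum cultures (0.1% parasitemia, 2% hematocrit final) in Albumax-supplemented RPMI 1640.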
Tb PYK inh = T. brucei pyruvate kinase inhibition; 410,000 tested, 0.12% active; Potency, µM (series often up to 76.8 µM), for inactives: at the highest dose activity, negative = inhibition, actives largely listed as inhibitors; Q57TT1; TbPYK enzyme, Kinase-Glo Plus ATP luminescence, 45 min; further: potency means the concentration at half of the fitted maximal effect; on the % scale 0 is the no-effect control and ±100 the full control effect; nearly all actives have a fitted effect of over 50% in size
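Activity of T. brucei pyruvate kinase was followed by Kinase-Glo Plus luminescence after the enzyme reacted 45 min at room temperature with 130 uM ADP (final) and substrate. Test compounds were added before ADP at multiple concentrations.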
Starred values were filed as active, the others as inactive; ? = inconclusive; nt = no result given; [ ] = remark or other dose. Unless noted, the call rests on the fitted dose curve; in most records, active means well fitted curve in the direction sought with a large enough effect; inconclusive means small, poorly fitted or top-dose-only effect, or another doubt; inactive means no such curve, though single readings can be large; an effect the other way counts as inactive or inconclusive.

SMILES	Shiga inhibitor	Pf growth 96h	AMA1 RON2 block	Cycloheximide cs	LmPK inhibitor	Pf growth 48h	Tb PYK inh
Cc1ccc(C(=O)COC(=O)C2CC3CCCC(C2)C3=O)cc1[N+](=O)[O-] (centres undefined)	nt	8%	-4%	nt	nt	?	-2%
CCOCCCN(C(=O)Cn1nnc(-c2ccc(C)o2)n1)C(C(=O)NC1CCCC1)c1ccco1 (centres undefined)	24	?	-5%	-4	-6%	?	0%
CCCN1CCC(=O)N(CCSc2ccccc2)CC1	44*	441%[activator]	5%	40*	1%	242%[activator]	-13%
COc1ccc(N2CCN(C(=O)CCc3nnc4ccc(N5CCOCC5)nn34)CC2)cc1	0	?	5%	7	0%	11%	2%
Cc1csc(Nc2ccccc2)[n+]1-c1ccccc1	-4	?	?	7	4%	-17%	3%
Cc1ccc(/C=C/C(=O)O)cc1S(=O)(=O)NC1CCS(=O)(=O)C1 (centres undefined)	-5	-11%	3%	-3	5%	8%	-1%
O=C(Cn1cnc2c(oc3ccccc32)c1=O)N1CCCC1	64*	-20%	10%	32*	-3%	63%[activator]	4%
Cc1ccc(Cl)cc1NC(=O)CCNC(=O)N1CC(=O)Nc2ccccc21	-10	16%	-12%	-6	1%	5%	-1%
COc1cccc(N2CC(C(=O)Nc3nnc(SCC(=O)NCc4ccco4)s3)CC2=O)c1 (centres undefined)	-5	?	12%	-3	-1%	0%	-1%
Cc1cc(NC(=O)CSc2nnnn2-c2ccc(F)cc2)no1	24	11%	12%	-1	0%	15%	-1%
COCCn1c(CN2CCN(C(c3ccccc3)c3ccccc3)CC2)nc2c1c(=O)n(C)c(=O)n2C	-4	28%	-2%	2	-3%	2.6µM*	-8%
Cc1nc2ccccc2c(=O)n1NC(=O)/C=C/c1ccccc1	-8	-9%	-13%	-2	-4%	42%[activator]	0%
O=C(NCc1ccncc1)NC12CC3CC(CC(C3)C1)C2	32	?	6%	7	6%	21%	0%
Fc1ccc(CNc2cnccn2)cc1	-3	6%	1%	-2	-1%	0%	-2%
CCOc1cc(N2CCOCC2)c(OCC)cc1NC(=O)CSc1ncccn1	0	-8%	-2%	2	13%	13%	-6%
NC1=NC(=O)C(Cc2ccc(Br)cc2)S1 (centres undefined)	-7	-6%	-4%	-3	-13%	17%	6%
O=C(NCCCN1CCN(c2ccccc2)CC1)Nc1ccccc1C(F)(F)F	18	0%	-5%	-5	9%	nt	-4%
CC(=O)c1cccc(NC(=O)c2ccc(C)o2)c1	52	?	-4%	26*	-15%	73%[activator]	-17%
CCc1cc2c(=O)c(-c3nc(C)cs3)coc2cc1OC(C)C(=O)NCCO (centres undefined)	2	-28%	-18%	-5	8%	9%	-10%
CN1c2ccc([N+](=O)[O-])cc2CC2(C(=O)NC(=O)N(c3ccc(Br)cc3)C2=O)C1c1ccccc1 (centres undefined)	-3	?	-25%	0	-1%	1.7µM*	-20%
Cc1ccc(S(=O)(=O)/C(C#N)=C/c2c(N3CC(C)OC(C)C3)nc3c(C)cccn3c2=O)cc1 (centres undefined)	1	nt	-11%	7	5%	?	nt
CC(=O)c1ccc(NC(=O)CSc2nc(=O)cc(N)n2-c2ccccc2)cc1	91*	7%	2%	33*	2%	29%	7%
Cc1ccc(NC(=O)C2C3C=CC(O3)C2C(=O)O)cc1C (centres undefined)	nt	43%[activator]	-1%	52*	3%	-11%	4%
CS(=O)(=O)N(CC(=O)Nc1ccccc1C(=O)N1CCCC1)c1ccccc1Br	-17	?	-4%	1	-12%	4%	1%
N#CCCN(C(=O)CSc1nnc(-c2ccncc2)n1C1CC1)c1ccccc1	nt	-1%	2%	nt	nt	7%	0%

Continuation.
SMILES	Shiga inhibitor	Pf growth 96h	AMA1 RON2 block	Cycloheximide cs	LmPK inhibitor	Pf growth 48h	Tb PYK inh
Cc1cc(NC(=O)c2ccccc2O)nc(C)n1	4	1%	11%	19	-9%	-1%	1%
Cc1ccc(/C=C/C2=NN(Cc3ccc(Cl)c(Cl)c3)C(=O)CC2)cc1	31	nt	8%	10	5%	-5%	1%
O=S(=O)(c1ccc2oc(=S)[nH]c2c1)N1CCOCC1	nt	8.3µM*	9%	nt	nt	?	-26%
Cc1ccc(OCC(=O)NC2CC(C)(C)NC(C)(C)C2)c(C)c1	15	35%[activator]	0%	-1	5%	27%	2%
O=C(NCCNC(=O)c1ccc(Br)o1)c1ccc(Br)o1	7	0%	-2%	18	4%	?	-8%
CCC(=O)Nc1ccc(NC(=O)c2cccc3ccccc23)cc1	nt	8%	11%	-4	-3%	1%	6%
Cc1cccc(NC(=O)CCc2ccccc2)c1	111	-23%	-20%	54*	-1%	171%[activator]	-1%
C=CCNC(=O)NC(=O)COn1nnc2ccc(S(=O)(=O)N(C)C)cc21	-7	-6%	22%	5	0%	2%	-5%
COC(=O)c1oc2ccc(Br)cc2c1NC(C)=O	-4	-1%	-2%	-1	-3%	6%	-5%
COc1ccc2[nH]c(C(=O)N(Cc3ccccn3)Cc3ccccn3)cc2c1	3	-10%	30%[activator]	-2	-1%	0%	-19%
O=C(/C=C/c1ccc(OCc2ccccc2)c(OCc2ccccc2)c1)c1cccnc1	13	?	-22%	8	1%	?	9%
CC1(C)CC(=O)c2sc(NC(=O)Cc3cccs3)nc2C1	28	-25%	-8%	19	-1%	18%	-6%
CCc1c(C(=O)NNC(=S)NCCc2ccccc2)csc1C	14	1%	-6%	12*	7%	35%[activator]	-6%
COc1ccc(NC(=O)COC(=O)CCc2nc3ccccc3c(=O)[nH]2)c(OC)c1	nt	29%	-3%	nt	nt	17%	2%
COC(=O)c1ccc(C(=O)Nc2ccc(C(C)C)cc2N)cc1	70*	8%	7%	32*	8%	31%[activator]	-3%
CCc1nc(Nc2cccc(F)c2)c2oc3ccccc3c2n1	11	?	-18%	1	3%	?	-7%
CC(C)(C)C(=O)O/N=C(\N)c1c(Cl)cccc1Cl	4	-17%	8%	-2	-2%	25%	-1%
COc1ccc(OC)c(NC(=O)COc2ccc(S(=O)(=O)N3CCCC3)cc2)c1	-1	?	-7%	-5	1%	?	-8%
CC(=O)Nc1ccc(C2=CC(=O)C[C@H](c3ccc4c(c3)OCO4)C2)cc1	nt	-15%	-15%	nt	nt	?	2%
COc1cc(C2NC(=O)NC(O)(C(F)(F)F)C2C(=O)c2cccs2)ccc1O (centres undefined)	87*	13µM*	7%	34*	1%	0%	-4%
CCC1CC(/C(C)=N/NC(N)=O)OC1=O (centres undefined)	25	0%	-9%	-4	3%	-8%	-2%
Cc1ccc(NC(=O)c2cnc(SCC(=O)NCC3CCCO3)n(C)c2=O)cc1 (centres undefined)	nt	38%[activator]	-9%	nt	nt	27%	-22%
Cc1[nH]c2ccc(C(=O)N3CCCCC3)cc2c1C	107*	15%	-17%	39*	-5%	158%[activator]	-2%
CCn1cc(C(=O)NCCCN2CCC(C)CC2)c(=O)c2cc(S(=O)(=O)N3CCCC3)ccc21	-8	51%[activator]	-5%	-2	0%	?	3%
O=C(NCCc1ccc(Cl)cc1)c1cccs1	134*	?	9%	42*	2%	68%[activator]	6%

The list goes on, overlapping the part above by 2 compounds.
SMILES	Shiga inhibitor	Pf growth 96h	AMA1 RON2 block	Cycloheximide cs	LmPK inhibitor	Pf growth 48h	Tb PYK inh
CCn1cc(C(=O)NCCCN2CCC(C)CC2)c(=O)c2cc(S(=O)(=O)N3CCCC3)ccc21	-8	51%[activator]	-5%	-2	0%	?	3%
O=C(NCCc1ccc(Cl)cc1)c1cccs1	134*	?	9%	42*	2%	68%[activator]	6%
CC(C)c1ccc(N=C(N)N=C(N)N)cc1	-6	?	49%[activator]	-1	-1%	-19%	4%
O=C1C2CC=C(Cl)CC2C(=O)N1CCC[n+]1ccccc1 (centres undefined)	-13	0%	8%	-4	3%	2%	6%
Cc1ccc(C)c(S(=O)(=O)N2CCN(CC(=O)NC(=O)NCc3ccccc3)CC2)c1	12	?	?	-4	4%	?	6%
COc1ccccc1C(=O)NCCOc1ccc(C)c(C)c1	39*	40%[activator]	4%	25*	2%	?	7%
COc1ccccc1NC(=O)C1=C(C)Nc2nc(-c3ccc(N(C)C)cc3)nn2C1c1ccncc1 (centres undefined)	24	9.3µM*	7%	-3	1%	15µM*	-3%
O=C(c1ccco1)N1CCN(c2ncnc3scc(-c4cccs4)c23)CC1	-12	?	-3%	-3	-2%	12µM*	1%
O=C1c2ccccc2C(Nc2cccnc2)N1Cc1ccc2c(c1)OCO2 (centres undefined)	-12	1.5µM*	-6%	-6	0%	-14%	1%
O=C(NCc1ccc2c(c1)OCO2)C1CC(=O)N(C2CCCC2)C1 (centres undefined)	-20	159%[activator]	-2%	1	-6%	27%	-19%
CCOc1ccc(NC(=S)NCCCN2CCOCC2)cc1	-9	-2%	-3%	-5	2%	?	3%
CC(=O)c1c(C)[nH]c(C(=O)/C(C#N)=C/c2cccc(C)c2)c1C	-5	-13%	8%	-7	0%	-8%	-8%
CCc1ccc(CNC(=O)c2ccc3c(c2)NC(=O)C(N2CCOCC2)S3)cc1 (centres undefined)	-4	32%[activator]	-8%	13	6%	0%	8%
Cc1ccc(S(=O)(=O)N2CCC(C(=O)OCC(=O)NC(C)c3ccc(F)cc3)CC2)cc1C (centres undefined)	nt	14%	-3%	nt	nt	-23%	-5%

In the list so far, these have an aryl methoxy group:
SMILES	Shiga inhibitor	Pf growth 96h	AMA1 RON2 block	Cycloheximide cs	LmPK inhibitor	Pf growth 48h	Tb PYK inh
COc1ccc(N2CCN(C(=O)CCc3nnc4ccc(N5CCOCC5)nn34)CC2)cc1	0	?	5%	7	0%	11%	2%
COc1cccc(N2CC(C(=O)Nc3nnc(SCC(=O)NCc4ccco4)s3)CC2=O)c1 (centres undefined)	-5	?	12%	-3	-1%	0%	-1%
COc1ccc2[nH]c(C(=O)N(Cc3ccccn3)Cc3ccccn3)cc2c1	3	-10%	30%[activator]	-2	-1%	0%	-19%
COc1ccc(NC(=O)COC(=O)CCc2nc3ccccc3c(=O)[nH]2)c(OC)c1	nt	29%	-3%	nt	nt	17%	2%
COc1ccc(OC)c(NC(=O)COc2ccc(S(=O)(=O)N3CCCC3)cc2)c1	-1	?	-7%	-5	1%	?	-8%
COc1cc(C2NC(=O)NC(O)(C(F)(F)F)C2C(=O)c2cccs2)ccc1O (centres undefined)	87*	13µM*	7%	34*	1%	0%	-4%
COc1ccccc1C(=O)NCCOc1ccc(C)c(C)c1	39*	40%[activator]	4%	25*	2%	?	7%
COc1ccccc1NC(=O)C1=C(C)Nc2nc(-c3ccc(N(C)C)cc3)nn2C1c1ccncc1 (centres undefined)	24	9.3µM*	7%	-3	1%	15µM*	-3%

From PubChem BioAssay
